Screening results from PubChem.
TGFb inhibitor: qHTS for Inhibitors of TGF-b. 1.2% of 410,000 active. AID 588855, 2011. HepG2 CAGA-GFP TGF-b/SMAD3 reporter, GFP fluorescence, 18 h; TGF-beta stimulated, 500 pg/mL final. Potency, µM (highest dose often 46.1 µM), for inactives: at the top dose activity, negative = inhibition, actives largely listed as inhibitors; further: on the % scale 0 is the no-effect control and ±100 the full control effect; nearly all actives have a fitted effect of over 65% in size
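First, reporter cells (HEPG2 CAGA-GFP) rested 2 h at 37 degrees C. Next, compounds were pinned in and TGF-beta added to 500 pg/mL final. After 18 h, GFP was imaged per cell and summed per well.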
A549 tox: Nrf2 qHTS screen for inhibitors: counterscreen for cytotoxicity | A549 ARE-Fluc cells, CellTiter-Fluor viability, 18-24 h | Potency, µM (highest dose often 46 µM), without a hit: at the top dose activity change, negative = cytotoxicity, actives largely listed as inhibitors | 0.16% of 390,000 active; further: on the % scale 0 is the no-effect control and ±100 the full control effect
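A549 ARE_Fluc cells in 5% FBS OPTI-MEM were exposed to compounds in concentration-response for 18-24 h at 37 deg C. Viability was read by CellTiter-Fluor fluorescence (Ex 405/Em 525) after 30 min, before the luciferase read.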
Nrf2 ARE act: qHTS of Nrf2 Activators | AREc32 ARE-luciferase reporter (MCF7-derived line), luminescence, 24 h | Potency, µM (highest dose often 46.1 µM), for inactives: at the top dose activation, most hits filed as activators | 0.31% of 410,000 active | AID 624171, 2012; further: % of control where 0% means no effect; nearly all actives have a fitted effect of over 65% in size
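Nrf2 activation is followed as ARE-luciferase induction in the AREc32 line after one day of compound treatment; luminescence is read with Steady-Glo.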
Active calls of the source: *; ? = inconclusive; [ ] = another dose, or the depositor's remark. The call rests on the fitted dose curve; in most records, active means well fitted curve in the direction sought with a large enough effect; inconclusive means small, poorly fitted or top-dose-only effect, or another doubt; inactive means no such curve, though single readings can be large; an effect the other way counts as inactive or inconclusive. Potency means the concentration at half of the fitted maximal effect. An excerpt (hit frequency here may not be typical).

1	CCOc1ccc(CNC(=O)c2cnc3c(C)cccn3c2=O)cc1
2	Cn1c(C(=O)NCCc2ccccc2)cc2cc(S(=O)(=O)N3CCCCC3)ccc21
3	COc1ccccc1N1CCN(c2ncc3c(n2)CCN(Cc2ccccc2C)C3)CC1
4	COc1cc2ccccc2cc1C(=O)N1CCN(c2nc3c(C)cc(C)cc3s2)CC1
5	COc1ccc(-c2c(C)c3ccc(O)c(CN4CCCC4)c3oc2=O)cc1OC
6	COc1cc(-c2noc(CSc3nc(-c4ccc(F)cc4)cc(=O)[nH]3)n2)cc(OC)c1OC

assay / compound | 1 | 2 | 3 | 4 | 5 | 6
Nrf2 ARE act | 0.2% | -0.3% | 0.6% | -0.1% | -0.4% | -1.1%
A549 tox | 1% | -3% | 1% | 2% | 21% | 7%
TGFb inhibitor | -12% | ? | ? | ? | 14% | -13%

7	CCOc1ccc(S(=O)(=O)Nc2ccc3c(c2)CCCN3S(=O)(=O)c2ccc(C)cc2)cc1
8	COC(=O)c1ccc2c(c1)N(CC(=O)Nc1ccc(C)cc1Cl)C(=O)c1ccccc1S2
9	O=C(NC1CC(=O)N(c2ccc(F)cc2)C1)C1CC1 (stereo unspecified)
10	COc1ccc(-c2cc3c(=O)n(CC(=O)Nc4ccccc4C(F)(F)F)ccn3n2)cc1OC
11	COc1ccc(S(=O)(=O)N2CCN(Cc3ccc4c(c3)OCO4)CC2)cc1C
12	O=C(NC1CC(=O)N(c2ccccc2)C1)C1CCCC1 (stereo unspecified)

assay / compound | 7 | 8 | 9 | 10 | 11 | 12
Nrf2 ARE act | 0.5% | -0.4% | 0.1% | 0.6% | 3.4% | 0.0%
A549 tox | -5% | -1% | 10% | 1% | 10% | -5%
TGFb inhibitor | -13% | 13% | -7% | ? | -27% | -1%

13	O=C(CSc1nc2c([nH]c3ccccc32)c(=O)n1-c1ccccc1)Nc1ccccc1C(F)(F)F
14	Cc1ccc(CN2CCN(C3CCN(C(=O)Nc4ccc(C)cc4Cl)CC3)C(=O)C2=O)cc1
15	O=C(COc1ccccc1)Nc1nnc(SCc2cc(=O)n3cc(Cl)ccc3n2)s1
16	Cc1cccc(NC(=O)CSc2nc3n[nH]c(C)c3c(=N)n2-c2cccc(Cl)c2)c1
17	O=C(COc1ccc(Cl)cc1)NCCc1csc(-c2cccc(F)c2)n1
18	Cc1noc(/C=C/c2ccccc2F)c1S(=O)(=O)N1CCC(C(=O)Nc2ccc(C#N)cc2)CC1

assay / compound | 13 | 14 | 15 | 16 | 17 | 18
Nrf2 ARE act | 1.1% | 0.2% | 0.0% | 3.2% | 0.7% | 21%
A549 tox | -1% | 2% | 8% | -4% | ? | -2%
TGFb inhibitor | -8% | -4% | 0% | ? | ? | 4.5µM*

19	O=C(CSc1nc(=O)[nH]c2c1CCCC2)Nc1ccccc1C(F)(F)F
20	CCOc1ccc(C(=O)NCCc2sc3nc(-c4ccc(Cl)cc4)nn3c2C)cc1OCC
21	COc1cc(NC(=O)NCCc2c(C)nn(C)c2C)cc(OC)c1OC
22	Cc1cccc(N2CCN(C(=O)CS(=O)(=O)c3cccc4nsnc34)CC2)c1C
23	COc1ccc(C(=O)CCC(=O)Nc2ccccc2C)cc1
24	COc1ccc(NS(=O)(=O)c2ccc(NC(=O)N3CCCC3)cc2)cc1

assay / compound | 19 | 20 | 21 | 22 | 23 | 24
Nrf2 ARE act | 2.7% | 1.8% | 0.1% | 3.7% | -0.9% | 0.4%
A549 tox | 3% | 3% | 3% | 7% | 6% | -1%
TGFb inhibitor | 19% | -29% | 0% | 5% | 1% | -11%

25	CC(=O)Nc1c(C)nn(-c2ccccc2)c1N1CCC(C(=O)Nc2ccc(F)cc2Cl)CC1
26	CCCCNC(=O)CCCN1C(=O)CCn2nc(-c3cccn3C)cc21
27	Oc1c(C(c2ccc(Cl)cc2)N2CCC3(CC2)OCCO3)sc2nc(-c3ccco3)nn12 (stereo unspecified)
28	Cc1ccc(Cn2ccnc2SCC(=O)NCc2ccc(F)cc2)cc1
29	Cc1ccc(NC(=O)c2ccc(C)c(S(=O)(=O)N3CCCCCC3)c2)cc1
30	Cc1ccc(Cc2nc3ccccc3nc2SCC(=O)Nc2cccc(C(F)(F)F)c2)cc1

assay / compound | 25 | 26 | 27 | 28 | 29 | 30
Nrf2 ARE act | 7.3% | -0.7% | 5.3% | -0.4% | 0.5% | 0.2%
A549 tox | 5% | 10% | 0% | -7% | -5% | -4%
TGFb inhibitor | ? | -2% | -2% | -17% | -13% | ?

31	CCn1c2c(c(=O)n3ncc(C(=O)Nc4cc(Cl)ccc4C)c13)CN(Cc1ccc(OC)cc1)CC2
32	COCCn1c(C)cc(O)c(C(c2ccccc2)N2CCN(C)CC2)c1=O (stereo unspecified)
33	Cc1ccc(NS(=O)(=O)c2cc(-c3cnc(C4CC4)o3)ccc2C)cc1Cl
34	Cc1ccc(NCc2nnc3n2CCCCC3)cc1Cl
35	COc1cccc(NC(=O)C(=O)NCC(c2ccc3c(c2)OCO3)N2CCN(C)CC2)c1 (stereo unspecified)
36	CCOC(=O)c1cc(-c2ccccc2)n(-c2cccc(C(=O)Nc3cccc(C(C)=O)c3)c2)c1C

assay / compound | 31 | 32 | 33 | 34 | 35 | 36
Nrf2 ARE act | 0.3% | 0.2% | -1.6% | -0.2% | 9.7% | 4.4%
A549 tox | -1% | -12% | -15% | 4% | 0% | -9%
TGFb inhibitor | -13% | -5% | 7.1µM* | 3% | -9% | 0%

37	COc1ccc(-c2noc(COc3ccc(C)cc3C)n2)cc1OC
38	COc1ccc(CNc2nc(SCc3ccc(Cl)cc3)nc3ccccc23)cc1
39	Cc1cccc(C)c1NC(=O)CSc1nc2ccccc2c2nc(CCc3c(C)n[nH]c3C)nn12
40	COc1cccc2sc(N3CCN(C(=O)CCS(=O)(=O)c4ccc(F)cc4)CC3)nc12
41	CC(=O)OCc1cnc(C)c2oc(=O)c(C(=O)Nc3ccc(F)cc3C)cc12
42	COc1ccc(Br)cc1CNC(=O)CN1C(=O)CSc2ccc(S(=O)(=O)N3CCOCC3)cc21

assay / compound | 37 | 38 | 39 | 40 | 41 | 42
Nrf2 ARE act | 4.9% | -0.7% | 0.1% | -0.3% | -0.6% | 4.0%
A549 tox | 17% | -10% | -15% | -17% | 4% | 24%
TGFb inhibitor | -25% | 0% | 8% | ? | 0% | -4%

43	O=C(NCc1ccccc1)C(=O)Nc1c2c(nn1-c1ccc(F)cc1)CSC2
44	COc1cc(NC(=O)Cn2c(=O)nc(-c3ccccc3F)c3cc(Cl)ccc32)cc(OC)c1
45	COc1ccc(NC(=O)CSc2nnc(-c3ccncc3)n2-c2ccccc2)cc1
46	COCCNC(=O)c1ccc2nc(CCc3ccccc3)oc2c1
47	Cc1nn(S(=O)(=O)c2ccc(Cl)cc2)c(C)c1S(=O)(=O)N1CCCCCC1
48	CCOc1ccc(NC(=O)CSc2nc3c([nH]c4ccccc43)c(=O)n2-c2cc(C)cc(C)c2)cc1

assay / compound | 43 | 44 | 45 | 46 | 47 | 48
Nrf2 ARE act | 1.1% | -4.7% | -0.6% | 3.1% | -0.9% | 0.4%
A549 tox | -8% | -24% | -5% | 7% | 0% | -8%
TGFb inhibitor | 16% | 0% | ? | 2% | 27% | -17%

49	COc1cc(C(=O)NCc2nnnn2-c2ccc(C)c(C)c2)cc(OC)c1OC
50	CCCN(CCC)CCNC(=O)c1ccc2c(c1)NC(=O)C(CS(=O)(=O)Cc1cccc(Br)c1)N2 (stereo unspecified)
51	Cc1ccc(-c2nc(CCNC(=O)C(=O)Nc3ccc(C)c(C)c3)cs2)cc1
52	CCN(CC)c1ccc(C(=O)NCc2ccc3c(c2)CCN3C(C)=O)cc1
53	CCC(=O)N1c2ccccc2CC1C(=O)NCCc1ccc(Cl)cc1 (stereo unspecified)
54	COc1ccc(Cc2nc3ccc(C(=O)NCCCN4CCN(C)CC4)cc3o2)cc1

assay / compound | 49 | 50 | 51 | 52 | 53 | 54
Nrf2 ARE act | -0.3% | 2.9% | -0.2% | 0.8% | -0.5% | 1.2%
A549 tox | 3% | -2% | 0% | -6% | -1% | ?
TGFb inhibitor | -3% | -19% | -9% | ? | 9% | -23%

55	O=C(CSc1nc2c([nH]c3ccccc32)c(=O)n1-c1cccc(Cl)c1)NCC1CCCO1 (stereo unspecified)
56	Cc1noc2ncnc(Nc3ccc(F)cc3)c12
57	COc1cccc2cc(-c3nc4sc(C(=O)Nc5ccc(F)cc5F)c(C)c4c(=O)[nH]3)c(=O)oc12
58	COc1ccc(C(=O)Nc2nnc(SCc3cc(=O)n4cc(Cl)ccc4n3)s2)cc1
59	Cc1cc(NC(=O)CSc2nc3c([nH]c4ccccc43)c(=O)n2-c2ccc(Cl)cc2)no1
60	O=C(C1CCCCC1)N(Cc1cccnc1)c1nc2ccc(Cl)cc2s1

assay / compound | 55 | 56 | 57 | 58 | 59 | 60
Nrf2 ARE act | -0.2% | -0.2% | 0.1% | 0.2% | -0.2% | -0.6%
A549 tox | -3% | 0% | 27% | -1% | -2% | 5%
TGFb inhibitor | 16% | 2% | 40%[activator] | -6% | -2% | -3%

61	COc1ccc(N2CCN(S(=O)(=O)c3ccc(-c4coc(C)n4)cc3)CC2)cc1
62	O=C(Nc1ccc(F)cc1F)c1ccc(-n2cnnc2)cc1
63	Cc1ccc(S(=O)(=O)c2cnc(SCC(=O)Nc3ccc4c(c3)OCCO4)[nH]c2=O)cc1Cl
64	Cc1cccc(C(c2sc3nc(-c4ccco4)nn3c2O)N2CCN(Cc3ccccc3)CC2)c1 (stereo unspecified)
65	Cc1cccc(-c2noc(CSc3nc(-c4ccc(F)cc4)cc(=O)[nH]3)n2)c1
66	Cc1cc(C)cc(C(=O)N2CC(=O)Nc3ccc(Br)cc3C2c2ccccc2)c1 (stereo unspecified)

assay / compound | 61 | 62 | 63 | 64 | 65 | 66
Nrf2 ARE act | -0.9% | 0.8% | -1.6% | -1.0% | 0.6% | 0.2%
A549 tox | 3% | 4% | 2% | -3% | 12% | -4%
TGFb inhibitor | 2% | -13% | 10% | ? | -15% | 8%

Reformatted as tab-separated lines: part of the list above.
cpd	SMILES	Nrf2 ARE act	A549 tox	TGFb inhibitor
52	CCN(CC)c1ccc(C(=O)NCc2ccc3c(c2)CCN3C(C)=O)cc1	0.8%	-6%	?
53	CCC(=O)N1c2ccccc2CC1C(=O)NCCc1ccc(Cl)cc1 (stereo unspecified)	-0.5%	-1%	9%
54	COc1ccc(Cc2nc3ccc(C(=O)NCCCN4CCN(C)CC4)cc3o2)cc1	1.2%	?	-23%
55	O=C(CSc1nc2c([nH]c3ccccc32)c(=O)n1-c1cccc(Cl)c1)NCC1CCCO1 (stereo unspecified)	-0.2%	-3%	16%
56	Cc1noc2ncnc(Nc3ccc(F)cc3)c12	-0.2%	0%	2%
57	COc1cccc2cc(-c3nc4sc(C(=O)Nc5ccc(F)cc5F)c(C)c4c(=O)[nH]3)c(=O)oc12	0.1%	27%	40%[activator]
58	COc1ccc(C(=O)Nc2nnc(SCc3cc(=O)n4cc(Cl)ccc4n3)s2)cc1	0.2%	-1%	-6%
59	Cc1cc(NC(=O)CSc2nc3c([nH]c4ccccc43)c(=O)n2-c2ccc(Cl)cc2)no1	-0.2%	-2%	-2%
60	O=C(C1CCCCC1)N(Cc1cccnc1)c1nc2ccc(Cl)cc2s1	-0.6%	5%	-3%
61	COc1ccc(N2CCN(S(=O)(=O)c3ccc(-c4coc(C)n4)cc3)CC2)cc1	-0.9%	3%	2%
62	O=C(Nc1ccc(F)cc1F)c1ccc(-n2cnnc2)cc1	0.8%	4%	-13%
63	Cc1ccc(S(=O)(=O)c2cnc(SCC(=O)Nc3ccc4c(c3)OCCO4)[nH]c2=O)cc1Cl	-1.6%	2%	10%
64	Cc1cccc(C(c2sc3nc(-c4ccco4)nn3c2O)N2CCN(Cc3ccccc3)CC2)c1 (stereo unspecified)	-1.0%	-3%	?
65	Cc1cccc(-c2noc(CSc3nc(-c4ccc(F)cc4)cc(=O)[nH]3)n2)c1	0.6%	12%	-15%
66	Cc1cc(C)cc(C(=O)N2CC(=O)Nc3ccc(Br)cc3C2c2ccccc2)c1 (stereo unspecified)	0.2%	-4%	8%

Later entries.
67	CCCN1CCN(c2ncnc3sc(C(=O)Nc4cccc(Cl)c4C)c(C)c23)CC1
68	Cn1cc(S(=O)(=O)N2CCCCCC2)cc1C(=O)N1CCN(c2ccc(Cl)cc2)CC1
69	COc1ccccc1CNC(=O)c1cc2cc(S(=O)(=O)N3CCCCC3)ccc2n1C
70	O=C(CSc1nc2ccccc2nc1Cc1ccc(Cl)cc1)N1CCCCC1

assay / compound | 67 | 68 | 69 | 70
Nrf2 ARE act | 4.2% | 4.8% | 1.1% | 2.8%
A549 tox | 0% | -8% | -5% | 0%
TGFb inhibitor | ? | ? | -19% | ?
